Cdc42 wt = human Cdc42 wildtype GTP binding change, either direction | P60953 | GST-Cdc42 beads, Bodipy-GTP binding, flow cytometry; actives lie on both sides | percent activity (GTP binding), % at 10 µM | 0.2% of 190,000 active | AID 761;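 active = percent activity GTP binding at least 20 points away from the 100% baseline, either down as inhibitor or up as activator; inconclusive = compound flagged as likely green fluorescent from well-wide comparison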;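 also: median bead fluorescence of bound Bodipy-FL-GTP at 100 nM; 0% = excess unlabeled GTP control and 100% = no compound control; below 100% means less GTP binding so inhibitor and above means activator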
Target sequence (P60953 whole entry, looked up): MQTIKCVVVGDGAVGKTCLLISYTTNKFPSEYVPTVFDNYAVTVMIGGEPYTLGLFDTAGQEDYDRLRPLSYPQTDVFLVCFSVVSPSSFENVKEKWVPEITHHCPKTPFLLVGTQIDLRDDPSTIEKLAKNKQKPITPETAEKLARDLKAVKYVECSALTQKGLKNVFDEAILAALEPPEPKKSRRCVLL
Mcl1-Bid inh = disrupts binding of human Mcl-1 to Bid peptide. Q07820. TR-FRET Mcl-1/Bid-Dy647 peptide binding, 1536-well. inhibition, % at 21.7 µM. 0.97% of 220,000 active;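 active = compounds that cut the binding signal by more than half at the single screening dose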;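 also: His-tagged Mcl-1 with europium anti-His antibody binding Bid BH3 peptide; 0% = Mcl-1 plus peptide wells and 100% = peptide-only wells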
Target sequence (Q07820 whole entry, looked up): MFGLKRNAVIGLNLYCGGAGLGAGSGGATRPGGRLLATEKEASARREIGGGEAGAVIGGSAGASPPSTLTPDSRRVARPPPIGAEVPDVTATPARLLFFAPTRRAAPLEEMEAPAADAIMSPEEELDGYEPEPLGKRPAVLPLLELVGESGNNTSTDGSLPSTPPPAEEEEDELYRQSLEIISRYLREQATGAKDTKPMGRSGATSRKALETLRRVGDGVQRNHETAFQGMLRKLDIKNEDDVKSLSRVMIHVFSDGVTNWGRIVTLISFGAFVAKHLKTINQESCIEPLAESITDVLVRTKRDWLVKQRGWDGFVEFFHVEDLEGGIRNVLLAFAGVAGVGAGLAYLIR
RGS8-Gao reg = modulates binding of RGS8 to human Galphao | P09471 | 0.34% of 220,000 active | multiplexed bead flow cytometry; actives lie on both sides | response (percent of control binding), % at 10 µM; in the data active = response below about 60% or above about 140%; inactive = in between;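 also: Galphao activated as the GDP aluminium fluoride complex binding bead-coupled RGS8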
Rab7 wt GTP bind = dog Rab7 wildtype GTP binding, inhibitors and activators; GTP binding activity (percent of control), % at 10 µM; 0.055% of 190,000 active; AID 758; GST-Rab7 beads, fluorescent GTP binding, flow cytometry; actives lie on both sides; untreated = 100%, excess cold GTP = 0%;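 active = fluorescent GTP binding to Rab7 beads changed by at least 20 points from the 100% baseline, either direction, mostly lower; inconclusive = compound itself probably fluorescent, or too few beads counted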;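 also: median green fluorescence of bound Bodipy-FL-GTP per Rab7 bead population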
Pf gamet viab = P. falciparum stage V gametocyte viability inhibition. P. falciparum stage V gametocytes, ATP luminescence, 24 h. 0.065% of 150,000 active. inhibition, % at 10.9 µM;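 active = inhibition above the mean plus 3 SD of compounds within the control limits, set per campaign, cut at about 38% in these data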;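 also: 0% = DMSO wells and 100% = medium only without gametocytes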
Bim-Mcl-1 = inhibitors of Bim-Mcl-1 interaction, human | Bead-based flow cytometry, Bim peptide-Mcl-1 binding | inhibition, % at 10 µM | 0.1% of 190,000 active | Q07820; in the data active = inhibition above about 40%;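 also: 0% = no compound tracer wells and 100% = peptide blocker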
Mcl1 Noxa PPI = Mcl-1/Noxa interaction inhibition; Q07820; TR-FRET Mcl-1/Noxa peptide binding, 2 h; inhibition, % at 21.7 µM; 1.5% of 220,000 active;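 active = compounds that cut the protein-peptide binding signal by more than 50% relative to plate controls in a single-dose test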;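 also: His-tagged Mcl-1 with rhodamine Noxa BH3 peptide and terbium anti-His antibody; 0% = Mcl-1 plus Noxa peptide wells and 100% = peptide-only wells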
Rac1 wt modul = alters GTP binding to wildtype human Rac1; P63000; 0.27% of 190,000 active; GST-Rac1 beads, fluorescent GTP binding, flow cytometry; actives lie on both sides; 0 = cold GTP competed, 100 = untreated; AID 757; GTP binding activity (% of control), % at 10 µM;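 active = GTP binding activity at least 20 points away from the 100% control level, either lower or higher; inconclusive = compound flagged as likely green fluorescent, judged across all proteins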
HRas wt GTP bind = changes GTP binding to wildtype human HRas | GST-Ras wt beads, Bodipy-FL-GTP binding, flow cytometry; actives lie on both sides | GTP binding activity, % at 10 µM | 0.14% of 190,000 active | AID 759;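 active = GTP binding activity at least 20% away from the 100% baseline, either lowered as inhibitor or raised as activator; inconclusive = flagged as likely green fluorescent, judged across all proteins in the well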;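 also: 0% = unlabeled GTP competition control and 100% = no-compound control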
Target sequence (P01112 whole entry, looked up): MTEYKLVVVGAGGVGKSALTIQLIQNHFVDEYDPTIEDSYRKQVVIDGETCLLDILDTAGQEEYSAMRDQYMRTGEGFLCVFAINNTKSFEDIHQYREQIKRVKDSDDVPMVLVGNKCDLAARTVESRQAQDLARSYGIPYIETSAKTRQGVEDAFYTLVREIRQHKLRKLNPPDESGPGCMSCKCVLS
Rac1 mut GTP = human Rac1 activated mutant GTP binding change; percent activity (GTP binding), % at 10 µM; GST-Rac1 activated beads, fluorescent GTP binding, flow cytometry; actives lie on both sides; 100% means binding = to untreated wells; P63000; 0.11% of 190,000 active;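 active = GTP binding at least 20 percentage points away from the 100% baseline, in either direction, so actives lie on both sides; inconclusive = Compound likely fluorescent itself, or too few beads counted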
Rab2 wt GTP = changes GTP binding to wildtype dog Rab2A, up or down; P61105; GST-Rab2 wt beads, Bodipy-GTP binding, flow cytometry; 0.19% of 190,000 active; GTP binding activity, % at 10 µM;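 active = GTP binding activity at least 20 points away from 100%, either lowered or raised; inconclusive = signal likely due to the compound's own green fluorescence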;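 also: 0% = beads with excess unlabeled GTP and 100% = no-compound control corrected for plate trend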
Numbers without * were called inactive; ? = inconclusive; · = not tested or not shown.

SMILES	Cdc42 wt	Mcl1-Bid inh	RGS8-Gao reg	Rab7 wt GTP bind	Pf gamet viab	Bim-Mcl-1	Mcl1 Noxa PPI	Rac1 wt modul	HRas wt GTP bind	Rac1 mut GTP	Rab2 wt GTP
COc1cc2nc(N(C)C)nc(N)c2cc1OC	101	14	101	102	-29	1	21	99	102	99	101
CC(C)CN1CN(Cc2ccccc2)CNC1=S	103	-53	104	104	13	0	-11	106	101	99	101
CCN(C(=O)CN1CCc2ccccc21)c1c(N)n(Cc2ccccc2)c(=O)[nH]c1=O	97	-44	104	103	-14	0	8	101	100	95	98
CC1(C)Cc2nc3sc(C(=O)O)c(N)c3cc2CS1	99	-38	100	98	·	-3	21	103	96	98	97
COc1ccc(-c2nc(CS(=O)CC(=O)NCc3cccnc3)c(C)o2)cc1 (stereo unspecified)	98	-17	103	101	·	-1	9	98	98	98	100
O=C(N/N=C/c1ccc([N+](=O)[O-])o1)C1CC1	98	-16	100	101	-19	-1	16	101	97	99	99
CN(Cc1nccn1C)C(=O)CC1C(=O)NCCN1CC(c1ccccc1)c1ccccc1 (stereo unspecified)	95	-17	103	95	-14	-3	8	97	96	95	94
CCN(Cc1ccccc1)C(=O)Cn1cc2c(n1)CCCC2	94	-59	100	98	·	0	-13	99	94	96	93
O=C1CC(c2ccc(Cl)c([N+](=O)[O-])c2)c2ccc3ccccc3c2N1 (stereo unspecified)	99	-6	96	105	13	-1	15	102	100	98	98
Cc1ccc(SCCC(=O)NCc2ccco2)cc1	101	-38	99	103	13	3	-5	107	101	100	104
S=c1[nH]nc(CSc2nc3ccccc3s2)n1C1CCCCC1	103	-104	101	99	4	-3	34	99	99	98	102
COC(=O)N/N=C/c1ccc(Oc2ccccc2)cc1	96	-31	99	104	6	1	17	100	98	98	98
COc1ccc(C(C(=O)NC2CCCC2)N(Cc2ccc(C)cc2)C(=O)c2ccn[nH]2)cc1OC (stereo unspecified)	104	-18	104	97	·	0	4	104	103	98	102
Cc1ccc(N(CC(=O)O)S(C)(=O)=O)cc1	97	-31	96	105	·	-1	11	96	97	96	99
O=C(O)CCCc1nc(-c2ccc(Cl)cc2)no1	105	1	99	102	15	1	1	102	100	98	100
COc1ccc(C(=O)CC(c2ccccc2)S(=O)(=O)c2ccc(C)cc2)cc1 (stereo unspecified)	103	-9	83	101	·	0	-2	106	101	100	96
CCOC(=O)c1ccc(NC(=S)N(CCCN2CCCCCC2)Cc2ccco2)cc1	?	-15	97	?	·	-4	7	?	?	?	?
Fc1ccccc1Cc1noc(CN2CCN(Cc3ccc4c(c3)OCO4)CC2)n1	97	-14	99	99	·	-3	20	100	95	95	95
CN(C)c1ccc(C(CNS(=O)(=O)c2ccc3ccccc3c2)c2c[nH]c3ccccc23)cc1 (stereo unspecified)	?	-55	99	?	14	-4	15	?	?	?	?
CCc1cccc2c(C=C(C#N)C#N)cn(CC(=O)N3CCCC3)c12	108	-3	100	98	·	0	-2	104	106	102	106
CCCC(=O)NC(=S)Nc1cccc(Cl)c1N1CCCCC1	99	-21	100	98	-38	-12	-3	107	100	99	99
NC(=O)C1=C[C@@H](c2ccc(C(F)(F)F)cc2)C[C@@H](OCc2ccc(CO)cc2)O1	95	1	107	95	·	-2	4	97	95	96	95
O=C(O)CSCCCC(=O)Nc1ccc(Br)cc1	102	-24	101	99	·	-3	-8	103	102	100	99
CCn1cc(-c2cc(C(=O)O)c3ccccc3n2)c(C)n1	102	17	99	100	·	-4	14	102	99	100	103
CCN(CC)CCCN1C(=O)c2oc3ccccc3c(=O)c2C1c1cc(OC)ccc1OC (stereo unspecified)	98	-42	98	95	11	4	-7	97	97	96	95
Cc1ccc(C(=O)c2cc([N+](=O)[O-])ccc2N2CCCCC2)c(C)c1	99	0	97	99	·	0	7	103	100	99	99
CCOc1ncccc1C(=O)OCC(=O)N(CC(C)C)C1CCS(=O)(=O)C1 (stereo unspecified)	91	-21	99	93	-3	0	-16	94	93	92	92
CCN(CC)CCCN(Cc1cc2cc3c(cc2[nH]c1=O)OCO3)C(=S)Nc1ccccc1OC	99	-19	104	101	-3	-5	24	103	100	97	100
Cc1cc(C)nc(N2CCC(C(=O)Nc3cccc(C(F)(F)F)c3)CC2)n1	99	·	101	101	-5	-1	·	100	103	99	100
CCOC(=O)c1c(NC=O)sc2c1CCC2	103	-37	101	104	4	0	6	104	102	100	101
Cc1nn(Cc2ccc(F)cc2)c2sc(C(=O)Nc3nccs3)cc12	103	18	105	97	·	-3	-47	103	102	101	101
COc1cccc(C(C(=O)NC2CCCC2)N(C(=O)c2ccco2)C2CC2)c1OC (stereo unspecified)	101	10	104	98	·	0	5	105	101	98	101
C/C(=C\C(=O)c1ncc(C(F)(F)F)cc1Cl)N(C)C	99	-60	99	100	4	0	13	105	99	99	98
CCn1c(=O)n(CC(=O)Nc2cc(OC)ccc2OC)c(=O)c2ccccc21	98	-9	106	95	12	1	-6	96	95	100	97
CCCSc1ncnc2c1oc1ccccc12	105	5	109	107	·	3	6	104	106	98	103
O=C(NCCCN1CCCCCC1)c1ccc(N2CCCC2=O)cc1	?	-10	104	?	·	-5	11	?	?	?	?
O=C(N/N=C/c1cccc(Oc2ccccc2)c1)c1ccncc1	95	-1	100	91	-1	-2	8	93	95	96	98
CC(=O)c1cccc(NC(=O)C2CCCN(S(=O)(=O)c3cccc4cccnc34)C2)c1 (stereo unspecified)	104	-24	99	100	·	12	4	111	105	102	101
CC(=O)CCC(=O)OCC(=O)Nc1ccc(SC(F)F)cc1	100	-28	99	104	-12	-3	2	99	101	94	103
CCOC(=O)CN(Cc1ccccc1)S(=O)(=O)c1ccc(NC(C)=O)cc1	103	-35	105	102	·	-5	-5	105	102	98	99

Sorted by count of non-hydrogen atoms (rising): part of the list above
SMILES	Cdc42 wt	Mcl1-Bid inh	RGS8-Gao reg	Rab7 wt GTP bind	Pf gamet viab	Bim-Mcl-1	Mcl1 Noxa PPI	Rac1 wt modul	HRas wt GTP bind	Rac1 mut GTP	Rab2 wt GTP
CCOC(=O)c1c(NC=O)sc2c1CCC2	103	-37	101	104	4	0	6	104	102	100	101
CCCSc1ncnc2c1oc1ccccc12	105	5	109	107	·	3	6	104	106	98	103
O=C(O)CSCCCC(=O)Nc1ccc(Br)cc1	102	-24	101	99	·	-3	-8	103	102	100	99
C/C(=C\C(=O)c1ncc(C(F)(F)F)cc1Cl)N(C)C	99	-60	99	100	4	0	13	105	99	99	98
CCn1cc(-c2cc(C(=O)O)c3ccccc3n2)c(C)n1	102	17	99	100	·	-4	14	102	99	100	103
CCCC(=O)NC(=S)Nc1cccc(Cl)c1N1CCCCC1	99	-21	100	98	-38	-12	-3	107	100	99	99
O=C(N/N=C/c1cccc(Oc2ccccc2)c1)c1ccncc1	95	-1	100	91	-1	-2	8	93	95	96	98
O=C(NCCCN1CCCCCC1)c1ccc(N2CCCC2=O)cc1	?	-10	104	?	·	-5	11	?	?	?	?
CCOC(=O)CN(Cc1ccccc1)S(=O)(=O)c1ccc(NC(C)=O)cc1	103	-35	105	102	·	-5	-5	105	102	98	99
NC(=O)C1=C[C@@H](c2ccc(C(F)(F)F)cc2)C[C@@H](OCc2ccc(CO)cc2)O1	95	1	107	95	·	-2	4	97	95	96	95
COc1cccc(C(C(=O)NC2CCCC2)N(C(=O)c2ccco2)C2CC2)c1OC (stereo unspecified)	101	10	104	98	·	0	5	105	101	98	101
CC(=O)c1cccc(NC(=O)C2CCCN(S(=O)(=O)c3cccc4cccnc34)C2)c1 (stereo unspecified)	104	-24	99	100	·	12	4	111	105	102	101
CCN(CC)CCCN1C(=O)c2oc3ccccc3c(=O)c2C1c1cc(OC)ccc1OC (stereo unspecified)	98	-42	98	95	11	4	-7	97	97	96	95
CCN(CC)CCCN(Cc1cc2cc3c(cc2[nH]c1=O)OCO3)C(=S)Nc1ccccc1OC	99	-19	104	101	-3	-5	24	103	100	97	100

Next part.
SMILES	Cdc42 wt	Mcl1-Bid inh	RGS8-Gao reg	Rab7 wt GTP bind	Pf gamet viab	Bim-Mcl-1	Mcl1 Noxa PPI	Rac1 wt modul	HRas wt GTP bind	Rac1 mut GTP	Rab2 wt GTP
COc1ccc(N2CCN(C(=O)c3ccc(NS(=O)(=O)c4ccc(F)c(F)c4)cc3)CC2)cc1	100	-85	102	100	8	-2	1	100	100	96	98
O=C(C1CC(c2ccccc2O)=NO1)N1CCc2ccccc2C1 (stereo unspecified)	105	-10	102	100	·	1	-3	102	105	102	103
O=C(NC(c1ccccc1)c1ccccn1)c1cccc([N+](=O)[O-])c1 (stereo unspecified)	94	-48	105	92	25	0	6	97	96	97	95
CCn1cc(CNC(=S)Nc2cccc3ccccc23)cn1	101	-49	97	94	-42	-3	-27	98	93	96	99
